VEEV TC-83 Vero: inhibitors of VEEV TC-83 cytopathic effect, confirmation, Vero cells (AID 588727); Vero cells, VEEV TC-83 cytopathic effect inhibition; higher % means a stronger effect; inhibition, % at 20 µM, or IC50 in µM where a hit was titrated; 0.13% of 350,000 active; in the data active means a potency from the dose series; inconclusive means inhibition mostly from about 14% at the one dose, without a potency; inactive means the rest, 99 in 100 with inhibition below about 12%; further: strong numbers were not always called active
H37Rv inhibition: M. tuberculosis growth inhibition, HTS (AID 449762) | M. tuberculosis H37Rv growth inhibition, 7H9 media; higher % means a stronger effect | inhibition, % at 25 µM, or IC50 in µM where a hit was titrated | 0.59% of 330,000 active; in the data active means a potency from the dose series; inconclusive means inhibition above about 70% without an active follow-up result;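 further: bacterial growth assessed after seven days of incubation; strong numbers were not always called active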
Salmonella PhoP GFP: PhoP regulon inhibitors, Salmonella typhi PhoP promoter GFP reporter, confirmatory (AID 1850); Salmonella Typhi PhoP-promoter GFP reporter, fluorescence, 4 h; higher % means a stronger effect; inhibition, % at 50 µM; hits with a dose series show IC50 in µM; 0.33% of 310,000 active; in the data active means a potency from the dose series; inconclusive means inhibition mostly from about 25% at the one dose, without a potency; inactive means the rest, 99 in 100 with inhibition below about 19%;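 further: 0% = induced wells with vehicle and 100% = uninduced wells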
H1N1 NS1A inhibition: NS1A inhibition, H1N1 influenza, cell based functional assay (AID 504329) | NS1A functional cell-based assay, percent inhibition; higher % means a stronger effect | one-dose inhibition, % at 12.5 µM; IC50 in µM for titrated hits | 0.3% of 340,000 active; in the data active means a potency from the dose series; inconclusive means inhibition above about 27% without an active follow-up result; further: strong numbers were not always called active
tuberculosis growth: growth inhibition of non-replicating M. tuberculosis (AID 488890); Mycobacterium tuberculosis non-replicating, growth inhibition; higher % means a stronger effect; inhibition, % at 25 µM; hits with a dose series show IC50 in µM; 0.39% of 320,000 active; in the data active means a potency from the dose series; inconclusive means inhibition mostly from about 82% at the one dose, without a potency; inactive means the rest, 99 in 100 with inhibition below about 76%;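 further: plate controls were DMSO cells for no effect and high antibiotic wells for full effect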
VEEV TC-83 Vero 10K pilot screen: second read-out of VEEV TC-83 Vero, no call of its own (marks repeat the call); inhibition, %; measured here: 10K pilot screen inhibition
* = called active by the depositor; i = inactive; ? = inconclusive; . = no result given; & = joins results of further samples.

SMILES	VEEV TC-83 Vero	H37Rv inhibition	Salmonella PhoP GFP	H1N1 NS1A inhibition	tuberculosis growth	others
CC(C)Oc1ccc(Cc2n[nH]c(=S)n2Cc2ccccc2)cc1Cl	4.1%	-7%	17%	7%	-9%
C=CCNC(=S)NC(=O)c1ccc(C)c(Br)c1	0.6%	-4%	6%	-7%	17%
CC(NC(=O)CCC(=O)N1CCN(S(=O)(=O)c2ccc(Cl)cc2)CC1)c1ccccc1 (centres undefined)	4.6%	4%	-3%	3%	14%
Cc1cc(C)cc(C(=O)NCC(=O)OCC(=O)N(C)C2CCS(=O)(=O)C2)c1 (centres undefined)	1.9%	6%	-5%	-1%	-9%
Cn1nc(SCC(=O)O)sc1=S	0.5%	-2%	4%	0%	4%
O=C(NNS(=O)(=O)c1ccc(Cl)cc1Cl)c1cc2ncc(C(F)(F)F)cc2s1	0.7%	-5%	7%	-2%	34%
Oc1cccc(Nc2nc(-c3ccccc3)nc3ccccc23)c1	4.2%	19%	3%	-21%	-3%
Cc1cc(NS(=O)(=O)c2ccc(NC(=O)Nc3cccc(C(F)(F)F)c3)cc2)no1	1.1%	8%	-2%	15%	14%
Cc1cccc(Cn2c(=O)n(-c3ccc(CC(=O)NCc4ccco4)cc3)c(=O)c3sccc32)c1	10%	-6%	-8%	23%	.
CN(C)c1nc(N2CCN(c3ccccc3)CC2)c(C#N)c(=O)o1	i	3%	-2%	-23%	4%
CN=C(Nc1cccc(OC)c1)SC1CC(=O)N(c2ccc(C(=O)O)cc2)C1=O (centres undefined)	i	-4%	-7%	-6%	48%
O=C(NCCc1csc(-c2cccnc2)n1)c1cccc(Cl)c1	0.9%	0%	3%	3%	-5%
CCn1cc(CN2CCN(CCc3ccccc3)C(CCO)C2)c(C)n1 (centres undefined)	0.5%	4%	-10%	7%	22%
COC(OC)C1(CCc2ccccc2)NC(=O)NC1=O (centres undefined)	0.6%	.	.	-10%	.
Cc1ccccc1N=Nc1c(N)n[nH]c1N	1.3%	10%	-6%	-6%	3%
COc1ccccc1-c1nnc(SCC(=O)Nc2ccc(S(N)(=O)=O)cc2)n1C	1.6%	-2%	-8%	-3%	11%	VEEV TC-83 Vero 10K pilot screen=1.3
COc1ccc(C2NC(=O)NC(O)(C(F)(F)F)C2C(=O)c2ccc(C)cc2)cc1 (centres undefined)	i	1%	0%	-2%	20%
COc1cccc(-n2c(COc3ccc(C)cc3)nnc2SCC(N)=O)c1	i	-14%	6%	4%	16%
CCC(CC)c1nnc(NC(=O)c2c(-c3ccccc3)noc2C)s1	i	3%	2%	-4%	.
O=C(Nc1ccc(Br)cc1)c1ccc(N2C(=O)C3CCCCC3C2=O)cc1 (centres undefined)	1.1%	14%	12%	7%	16%
COc1ccc2oc(C(=O)NC(C)c3ccccn3)c(C)c2c1 (centres undefined)	8.0%	0%	.	-12%	14%
Cc1ccc(NC(=O)N/C=C/c2ccco2)c(C)c1	i	-1%	0%	-7%	37%
CCn1c(CNC(=O)c2ccco2)nnc1SCCOc1ccccc1	i	1%	0%	-1%	3%
CCCNC(=O)c1c(N)n(Cc2ccco2)c2nc3ccccc3nc12	.	0%	7%	.	21%
O=C(CN1CCCC1)N1c2ccccc2Sc2ccc(Cl)cc21	0.2%	-4%	3%	-8%	-4%
O=S(=O)(NCC1CCC(NS(=O)(=O)c2c(F)cccc2F)CC1)c1ccc2c(c1)OCCO2 (centres undefined)	3.9%	-2%	.	6%	13%
CCc1cc2c(=O)c(-c3nc4ccccc4n3C)c(C)oc2c(CN2CCCCC2)c1O	i	-6%	13%	12%	3%
Cc1ccc2nc(-c3cccnc3)cc(C(=O)N3CCN(c4ccc([N+](=O)[O-])cc4)CC3)c2c1	0.8%	3%	1%	3%	14%
Cc1ccc(C)c(N2CCN(C(=O)COc3cc(=O)n(C)c4ccccc34)CC2)c1	3.1%	-9%	0%	-2%	34%
COc1ccc(OC)c(/C=N/NC(=O)C(O)c2ccccc2)c1 (centres undefined)	1.7%	4%	-6%	-5%	10%

3 entries from above, ordered by length of the SMILES, low to high:
SMILES	VEEV TC-83 Vero	H37Rv inhibition	Salmonella PhoP GFP	H1N1 NS1A inhibition	tuberculosis growth	others
COc1ccc(OC)c(/C=N/NC(=O)C(O)c2ccccc2)c1 (centres undefined)	1.7%	4%	-6%	-5%	10%
Cc1ccc(C)c(N2CCN(C(=O)COc3cc(=O)n(C)c4ccccc34)CC2)c1	3.1%	-9%	0%	-2%	34%
O=S(=O)(NCC1CCC(NS(=O)(=O)c2c(F)cccc2F)CC1)c1ccc2c(c1)OCCO2 (centres undefined)	3.9%	-2%	.	6%	13%

Continuation:
SMILES	VEEV TC-83 Vero	H37Rv inhibition	Salmonella PhoP GFP	H1N1 NS1A inhibition	tuberculosis growth	others
CC(C)CNS(=O)(=O)c1ccc(C(=O)Nc2ccc3c(c2)OCCO3)cc1	0.4%	-10%	-16%	-7%	3%
CNC(=O)COC(=O)c1ccc([N+](=O)[O-])cc1Cl	i	7%	-4%	9%	12%
CN(c1c(C#N)c(C(F)(F)F)nn1C)N(S(C)(=O)=O)S(C)(=O)=O	i	-4%	-2%	-13%	-10%
CCOC(=O)c1ccc(NC(=O)C2C3C=CC(C3)C2C(=O)O)cc1 (centres undefined)	1.4%	?	2%	-1%	36%
O=C(CSc1nc2ccccc2c(=O)[nH]1)c1ccc(O)c(O)c1	0.2%	0%	-12%	-16%	21%
CC1=C(C(=O)Nc2ccccc2)C(c2ccccn2)n2ncnc2N1 (centres undefined)	0.3%	-2%	5%	-5%	9%
CCn1c(SCC#N)nc2c(c1=O)C1(CCCC1)Cc1ccccc1-2	i	2%	-6%	-2%	21%
CC(C)CN(C(=O)COC(=O)CSc1ccccc1)c1c(N)n(Cc2ccccc2)c(=O)[nH]c1=O	0.6%	20%	9%	-3%	0%
COc1cc(-c2nc3ccccn3c2NCC2CCCO2)ccc1O (centres undefined)	i	-5%	-8%	-1%	35%
COc1ccc(C(=O)NCC(=O)OCn2nnc3ccccc3c2=O)cc1OC	.	6%	8%	.	-5%
COC(=O)CSC1=C(C#N)C(=O)NC2(CCCCC2)S1	i	-1%	-11%	7%	-32%
C(=C\c1ccccc1)/CN1CCN(C(c2ccccc2)c2ccccc2)CC1	1.0%	50%	1%&-11%	8%	32%
c1ccc(-c2cc(N3CCCCCC3)n[nH]2)cc1	i	9%	-1%	5%	22%
Cc1c2c(nc3c(C)cccc13)OC(C)C2 (centres undefined)	i	2%	-3%	5%	51%
CNS(=O)(=O)c1cccc(C(=O)NCC2(N3CCCCC3)CCCCC2)c1	1.2%	-17%	6%	-7%	-2%
S=c1nc[nH]c2c1sc1nc(-c3ccccc3)c3c(c12)CCCC3	1.1%	13%	-5%	-13%	-15%	VEEV TC-83 Vero 10K pilot screen=3.2
O=C(Nc1cccc2ccccc12)c1ccccc1	2.0%	8%	-1%	-3%	74%
O=C(CNc1ccc(Oc2ccccc2)cc1)N1CCOCC1	1.3%	6%	7%	-1%	15%
CC(=O)c1cccc(OCC(=O)Nc2cc(Cl)ccc2-n2cncn2)c1	3.1%	2%	-7%	-12%	-7%
C=C(C(=O)Oc1c(C(C)(C)C)cccc1C(C)(C)C)c1ccccc1	i	2%	.	-8%	-6%
CCOC(=O)C1CCN(S(=O)(=O)c2c(Cl)ccc3nonc23)CC1	?	45%	-6%	-2%	?
COCCOC(=O)c1c(C)oc2ccc(OCc3cc(C(=O)OC)oc3C)cc12	13%	-5%	2%	-1%	5%
CC(C)Cn1c(N)c(C(=O)COC(=O)c2cc(F)cc(F)c2)c(=O)n(C)c1=O	0.4%	5%	9%	-3%	71%
COc1ccc(C(=O)NNC(=O)C23CC4CC(CC(C4)C2)C3)c(OC)c1	1.6%	-1%	-1%	3%	.
CCOC(=O)c1ccc([N+](=O)[O-])c(CS(=O)(=O)c2ccc(Cl)cc2)c1	1.6%	3%	3%	5%	25%
CCOc1ccc(N(CC(=O)NC2CCCC2)C(=O)c2ccc(C)s2)cc1	i	8%	4%	5%	0%
CCOC(=O)NC1(C(F)(F)F)NC(=O)N(C2CCCCC2)C1=O (centres undefined)	0.5%	-5%	-2%	-7%	3%
CN1CCN(C(=S)NC(=O)c2ccc(-c3ccccc3)cc2)CC1	0.7%	?	22%	-15%	?
COc1ccc(-n2c(=S)[nH]c3[nH]ncc3c2=O)cc1	0.5%	3%	-11%	.	-10%
C=CCn1cc(C(C)=O)c(=O)[nH]c1=O	1.2%	-6%	-3%	7%	-21%
CCCC(=O)NCC(c1cccs1)S(=O)(=O)c1ccc(C)cc1 (centres undefined)	1.5%	1%	2%	2%	10%
O=C1CC(N2CCOCC2)C(=O)N1c1ccccc1Cl (centres undefined)	i	6%	11%	-3%	13%
CCOC(=O)NN1C(=O)c2ccccc2NC1(C)C	i	5%	4%	4%	32%
CCOC(=O)c1c(C)[nH]c(C)c1C(=O)COC(=O)/C=C/c1cccc(C(F)(F)F)c1	1.7%	15%	-4%	-6%	67%
CCc1nonc1NC(=O)c1oc2cc(C)c(Cl)cc2c1C	i	-1%	6%	0%	8%
O=C(NC1CCCCC1)c1cccc2c1C(=O)c1ccc(N3CCC(Cc4ccccc4)CC3)cc1S2(=O)=O	0.8%	-1%	.	5%	27%
O=C1NC(c2cccc([N+](=O)[O-])c2)=CCN1c1ccccc1O	0.1%	-17%	2%	-6%	-3%
CCOC(=O)C1=C(C)NC(SC)=NC1c1ccc(OC)cc1 (centres undefined)	1.9%	1%	12%	-1%	17%
CCC(=O)N=c1sc2c(OC)ccc(OC)c2n1C	0.1%	-1%	-8%	0%	-10%
CC(C)C[C@@H](CO)N(Cc1ccccc1)S(=O)(=O)N(Cc1ccccc1)[C@@H](CO)CC(C)C	i	-7%	.	-2%	7%
CCn1c(CC(=O)Nc2ccccc2C)nnc1SCC(=O)Nc1nncs1	i	1%	3%	5%	-28%
CCOC(=O)C(O)C1CCc2c([nH]c3ccc(C)cc23)C1=O (centres undefined)	11%	3%	3%	-1%	2%
Cc1occc1C(=O)Nc1cccc(C(F)(F)F)c1	11%	-4%	2%	4%	4%
COC(=O)Nc1ncc(CN2CCCCC2)s1	3.9%	-11%	0%	19%	7%
COc1ccc(C2C(C#N)C(C#N)N3CCCN23)cc1 (centres undefined)	0.4%	-7%	-4%	4%	10%
O=C1NC[C@H](c2ccccc2)N(CCc2cccc(F)c2)C1=O	0.2%	2%	-15%	-12%	3%
Cc1ccc(NC(=O)CCNS(=O)(=O)c2cccc3nsnc23)cc1	0.8%	-8%	-5%	0%	-13%
[N-]=[N+]=NC[C@H](Cc1ccccc1)N1CC[C@@H](NC(=O)OCc2ccccc2)CCC1=O	i	11%	-10%	10%	47%

Of the compounds above, ten contain an NH in an aromatic ring.
SMILES	VEEV TC-83 Vero	H37Rv inhibition	Salmonella PhoP GFP	H1N1 NS1A inhibition	tuberculosis growth	others
CC(C)Oc1ccc(Cc2n[nH]c(=S)n2Cc2ccccc2)cc1Cl	4.1%	-7%	17%	7%	-9%
Cc1ccccc1N=Nc1c(N)n[nH]c1N	1.3%	10%	-6%	-6%	3%
O=C(CSc1nc2ccccc2c(=O)[nH]1)c1ccc(O)c(O)c1	0.2%	0%	-12%	-16%	21%
CC(C)CN(C(=O)COC(=O)CSc1ccccc1)c1c(N)n(Cc2ccccc2)c(=O)[nH]c1=O	0.6%	20%	9%	-3%	0%
c1ccc(-c2cc(N3CCCCCC3)n[nH]2)cc1	i	9%	-1%	5%	22%
S=c1nc[nH]c2c1sc1nc(-c3ccccc3)c3c(c12)CCCC3	1.1%	13%	-5%	-13%	-15%	VEEV TC-83 Vero 10K pilot screen=3.2
COc1ccc(-n2c(=S)[nH]c3[nH]ncc3c2=O)cc1	0.5%	3%	-11%	.	-10%
C=CCn1cc(C(C)=O)c(=O)[nH]c1=O	1.2%	-6%	-3%	7%	-21%
CCOC(=O)c1c(C)[nH]c(C)c1C(=O)COC(=O)/C=C/c1cccc(C(F)(F)F)c1	1.7%	15%	-4%	-6%	67%
CCOC(=O)C(O)C1CCc2c([nH]c3ccc(C)cc23)C1=O (centres undefined)	11%	3%	3%	-1%	2%

Bioassay records from PubChem.
